Source: PubChem BioAssay
SSB-PriA inh = inhibitors of Klebsiella pneumoniae PriA binding to SSB C-terminal tail, primary screen, biochemical, AlphaScreen; PriA–SSB C-terminal tail interaction (Klebsiella pneumoniae); AlphaScreen SSBct-PriA binding, biotinylated peptide; inhibition, % at 33 µM; 430,000 tested, 0.6% active; in the data active = inhibition mostly above about 37%, no sharp cut-off; inactive = mostly below about 20%;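 note: plate controls were negative control peptide for no effect and reference peptide for full effect; strong numbers were not always called active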
BoNT A protease = BoNT/A light chain protease inhibitors, primary screen, biochemical, flow cytometry, MLPCN library; Botulinum neurotoxin type A light chain protease (Clostridium botulinum A str. ATCC 3502); multiplex microsphere protease substrate cleavage; inhibition, % at 10 µM; 360,000 tested, 0.17% active; AID 588499, 2011; note: plate controls were buffer without enzyme for full effect and enzyme alone for no effect
Yp Topo-I inh = Yersinia pestis topoisomerase I inhibitors, primary screen, biochemical, cleavage product accumulation, plate reader, single point. DNA topoisomerase I (Yersinia pestis CO92). AID 504884, 2011. Y. pestis Topo-I cleavage product accumulation. activity, % at 10 µM. 360,000 tested, 0.064% active; in the data active = activity above about 50%, passing the limit was not always enough; note: inactives centre near 2
Vc quorum ag = inducers of Vibrio cholerae quorum light production without autoinducers, primary screen, BH1578 luxS cqsA deficient, single point; AID 588436, 2011; 350,000 tested, 0.16% active; V. cholerae BH1578 lux reporter, luminescence, 6 h; activation, % at 18.7 µM; in the data active = activation mostly above about 9.7%, no sharp cut-off; note: not every result past the cut was called active; inactives centre near 0; reference of the scale not given here
TcdB inh = TcdB glycohydrolase inhibitors, primary screen, biochemical, single point, plate reader; Toxin B (Clostridioides difficile), P18177; TcdB glycohydrolase enzymatic assay; 350,000 tested, 0.24% active; inhibition, % at 9.99 µM; in the data active = inhibition above about 10%
PfHsp40 rescue = rescue of yeast from PfHsp40 toxicity, primary screen, S. cerevisiae, ATP luminescence; S. cerevisiae expressing PfHsp40, growth rescue; growth rescue, % at 12.5 µM; 340,000 tested, 0.68% active; AID 504582, 2011; in the data active = growth rescue above about 28%, passing the limit was not always enough;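 note: yeast W303a lacking pdr1 and pdr3 grown in galactose medium; growth measured after three days at 30 °C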
Anthrax LF prot = Bacillus anthracis LF protease inhibitors, primary screen, biochemical, multiplex microsphere, MLPCN library. 360,000 tested, 0.12% active. inhibition, % at 10 µM. AID 588501, 2011. multiplex microsphere protease cleavage assay. Lethal factor (Bacillus anthracis), P15917; note: plate controls were buffer without enzyme for full effect and enzyme alone for no effect
VHR inh abs = VHR1 phosphatase inhibitors, primary screen, biochemical, absorbance, uHTS. recombinant VHR phosphatase, pNPP absorbance. Dual specificity protein phosphatase 3 (Homo sapiens), P51452. inhibition, % at 13.3 µM. 290,000 tested, 0.52% active; in the data active = inhibition above about 50%; note: some compounds called inactive have numbers as strong as hits
Target sequence (P51452 whole entry, looked up): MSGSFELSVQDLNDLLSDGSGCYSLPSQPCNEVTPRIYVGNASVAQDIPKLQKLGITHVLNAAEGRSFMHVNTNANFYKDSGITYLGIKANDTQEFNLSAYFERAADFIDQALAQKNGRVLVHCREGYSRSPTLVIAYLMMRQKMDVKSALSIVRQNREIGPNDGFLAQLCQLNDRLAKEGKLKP
3CLpro inhibitor = SARS-CoV 3CLpro protease inhibitors, primary screen, biochemical, quenched FRET; Replicase polyprotein 1ab (Severe acute respiratory syndrome coronavirus), P0C6X7; recombinant SARS-CoV 3CLpro, quenched FRET peptide cleavage; inhibition, % at 6 µM; 290,000 tested, 0.14% active; AID 1706, 2009; in the data active = inhibition above about 12%
CCHFV vOTU inh = CCHFV vOTU protease inhibitors, primary screen, biochemical, Pep-AMC substrate, fluorescence; AID 651958, 2012; inhibition, % at 11.5 µM; Crimean-Congo hemorrhagic fever virus L polyprotein viral ovarian tumor (vOTU) protease …; 370,000 tested, 0.55% active; in the data active = inhibition above about 30%; note: 0% = vehicle wells with enzyme and 100% = no enzyme wells
* marks the source's active call; other numbers are inactive results; i = inactive; / = not tested or not shown. Cut-off read from the data, not from the text of the source, unless noted: active = inhibition above about 30%; inconclusive = no clear call, values can overlap the other calls; inactive = below that.

no.	SMILES	SSB-PriA inh	BoNT A protease	Yp Topo-I inh	Vc quorum ag	TcdB inh	PfHsp40 rescue	Anthrax LF prot	VHR inh abs	3CLpro inhibitor	CCHFV vOTU inh
1	Cc1noc(/C=C/c2cccs2)c1S(=O)(=O)N1CCC(C(=O)NCCCN2CCC(C)CC2)CC1	9	0.7	-25	0.2	0.5	-1.0	-7	30	3	11
2	Nc1c(S(=O)(=O)c2ccccc2)c2nc3ccccc3nc2n1CCN1CCOCC1	0	1.2	7	1.0	-1.5	-0.7	0	3	-5	-21
3	CCOC(=O)NC(=O)c1cn(N(C)c2ncc(C(F)(F)F)cc2Cl)c(=O)[nH]c1=O	-11	-17	-8	-0.6	-0.4	-0.4	-23	9	3	8
4	CCN(CC)S(=O)(=O)c1ccc(OC)c(NC(=O)c2cc(=O)[nH]c3ccccc23)c1	0	-0.4	4	i	0.8	0.1	-5	22	3	-5
5	COc1cc(C(=O)OCc2nc3ccsc3c(=O)[nH]2)c([N+](=O)[O-])cc1OC	-3	0.0	5	i	1.8	-2.1	2	/	/	-6
6	COc1ccc2oc(C(=O)c3ccccc3)c(N)c2c1	-12	/	/	/	/	/	/	19	-2	-4
7	CCOC(=O)NC(=O)/C(C=Nc1ccc(Cl)cc1)=C(\C)O	/	3.0	-2	-0.2	-1.3	0.2	-4	5	3	-5
8	Cc1noc(C)c1C(=O)N1CCN(S(=O)(=O)c2cccs2)CC1	15	1.8	-1	i	0.9	-0.5	2	22	0	-4
9	CC(=O)c1c(C)[nH]c(C(=O)OCC(=O)N2c3ccccc3NC(=O)C2(C)C)c1C	14	-0.1	1	1.7	/	-2.0	-1	-4	1	1
10	Cc1nc(NCc2ccco2)nc2c1C(=O)CC(C)C2 (stereo not given)	-3	0.4	0	i	/	0.6	-1	33	2	11
11	O=C(O)/C=C/C(=O)NCc1ccccn1	2	-1.0	8	-0.3	0.0	0.5	2	6	-5	2
12	CC(C)(O)/C=C/C(=O)[C@](C)(O)C1[C@H](O)C[C@@]2(C)C3CC=C4C(C[C@H](O)[C@@H](O)C4(C)C)[C@]3(C)C(=O)C[C@]12C (stereo not given in full)	/	0.3	4	-5.0	/	2.9	-1	/	/	/
13	Cc1cc([N+](=O)[O-])nn1CCCC(=O)Nc1ccc2c(c1)OCO2	13	-2.0	-9	i	-0.1	0.4	-9	31	2	12
14	COc1ccc(C(c2nnnn2C2CCCC2)N2CCN(C/C=C/c3ccccc3)CC2)cc1 (stereo not given)	/	0.3	/	/	0.5	/	-3	/	/	4
15	Nc1nc2ccccc2n1Cc1ccc(Cl)c(Cl)c1	10	-1.8	1	-0.7	0.5	3.2	2	-4	2	5
16	Oc1c(C=Nc2ccc(Cl)cn2)sc2ccccc12	-9	0.5	7	i	1.8	0.2	-3	5	-7	0
17	CCNc1nc(NCC)nc(C(=O)OCCO)n1	-8	-1.5	0	-0.3	1.9	-0.3	-5	6	-4	-4
18	Cn1cccc1-c1nc2ccc(NC(=O)c3ccco3)cc2[nH]1	-2	-0.6	2	i	/	2.1	-1	25	2	24
19	COc1ccc2c(c1)C(c1ccc(Cl)cc1)NC(=O)C2 (stereo not given)	-19	0.6	16	i	2.2	1.0	2	/	/	-2
20	COCCNC(=O)[C@H]1C[C@@H]1[C@H](NP(=O)(c1ccccc1)c1ccccc1)c1ccccc1	-24	-0.3	-1	i	/	-0.5	-6	12	1	/
21	CSc1ccc(CCNC(=O)CN2C(=O)c3cccnc3Oc3ccc(C)cc32)cc1	-17	0.1	37	-0.3	0.2	6.2	0	40	4	-10
22	O=C(Nc1ccccc1N1CCCCC1)C1=COCCO1	-13	-2.4	16	-0.1	0.4	-0.4	0	/	/	-3
23	COc1ccc2cc3c(nc2c1)OCC3	0	2.1	1	i	11*	1.4	6	9	-8	2
24	CC1CC2(O)c3no[n+]([O-])c3CCC2N1O (stereo not given)	-12	2.5	-5	-3.0	/	-0.1	-1	7	3	-8
25	N#Cc1sc(C(N)=O)c(-c2ccccc2)c1-c1ccccc1	-3	-0.4	6	-0.6	1.5	-0.7	-1	13	1	10
26	COCCN1Cc2cccc(C(=O)NCc3ccc4c(c3)OCO4)c2C1=O	0	-0.5	7	-0.4	0.3	0.1	-1	34	-2	-11
27	COCCCNC(=O)c1ccc(CS(=O)(=O)c2ccccc2C)o1	0	-4.6	-6	-0.9	1.0	-1.5	4	17	0	1
28	COc1ccccc1OCCC(=O)OCC(=O)NCc1ccccc1	-9	-0.6	4	i	/	5.8	-1	18	0	-6
29	O=C(NCc1ccccc1)c1cc(C2COCCN2S(=O)(=O)c2cccs2)on1 (stereo not given)	/	0.4	-9	i	1.2	/	-2	/	/	-15
30	Cn1c(=O)cc(NCc2ccccc2)[nH]c1=O	-8	0.6	7	-14	/	-1.3	-2	18	-2	7
31	CN(c1cc(=O)n2ccccc2n1)C1CCCCC1	-21	1.4	8	-5.9	/	-2.2	2	29	5	3
32	O=C(Nc1ccc(-c2n[nH]c(=S)o2)cc1)c1ccccc1Cl	-12	-1.0	-1	-0.5	-8.4	2.3	2	-4	-1	-1
33	CCn1cc(/C=C/C(=O)Nc2ccn(Cc3c(F)c(F)cc(F)c3F)n2)cn1	10	0.3	-4	2.6	-0.6	0.2	0	-11	-7	4
34	CNc1oc(C)nc1S(=O)(=O)c1ccc(C)cc1	-1	0.9	10	i	/	-2.3	0	35	4	2
35	CCOC(=O)c1c(NC(=O)c2nn(C)cc2[N+](=O)[O-])sc(C)c1C	-5	0.8	-3	-1.4	5.5	-0.6	-4	21	0	-6
36	CN1CCN(NC(=O)/C=C/c2cccc(Cl)c2)CC1	-18	0.4	-10	0.5	1.3	0.0	-2	14	-1	6
37	CCN(CC(=O)Nc1cccc(S(=O)(=O)N2CCCCC2)c1)Cc1ccccc1	-10	-0.8	27	-1.4	2.6	-0.9	-2	/	/	11
38	CC(C)(C)CN1CCNC(=O)C1CC(=O)NCCN1CCCc2ccccc21 (stereo not given)	-8	0.1	9	-0.3	-10	0.2	-5	28	4	-5
39	O=C1c2ccccc2C(Nc2ccc(S(=O)(=O)N3CCCCCC3)cc2)N1Cc1ccco1 (stereo not given)	2	-0.3	30	-1.6	-0.1	4.0	2	34	2	-4
40	Cc1cc(NC(=O)c2ccccc2Oc2ccccc2)no1	-8	0.8	0	-5.0	/	0.0	-3	-17	5	-11
41	CC(C)CCNc1ncnc2c1cnn2Cc1ccccc1Cl	-2	-3.9	0	-8.3	0.0	0.9	-8	-8	5	12
42	Cc1ccc2c(CC(=O)Nc3sccc3C(N)=O)coc2c1	1	1.3	-9	2.7	/	-0.5	1	34	-6	4
43	CCCNC(=O)c1ccc(CNc2c(N3CCC(C(=O)OCC)CC3)c(=O)c2=O)cc1	-17	-0.2	-9	-0.7	/	-0.2	-1	49	-1	6
44	O=C(Nc1cccc2cccnc12)c1csc(COCCO)n1	/	0.2	1	-0.8	/	/	2	/	/	/
45	CCCCC1Cc2[nH][nH]c(=O)c2C(c2ccc(F)cc2)O1 (stereo not given)	/	-0.3	/	/	0.4	/	-1	/	/	-1
46	COC(=O)Cc1c(O)ccn(C2CC2)c1=O	-17	-0.7	6	0.5	1.2	-1.7	7	2	-1	5
47	O=C(CNC(=O)[C@@H]1Cc2ccccc2CN1)Nc1ccc2c(c1)OCO2	-7	2.1	-5	-3.1	2.1	1.0	-7	8	5	3
48	CN(C(=O)NC1CCCCC1)[C@H]1C[C@H]2c3[nH]c4ccccc4c3CCN2C(=O)[C@H]1CO	/	0.3	11	i	-1.1	/	1	/	/	-44
49	Cc1nc([N+](=O)[O-])cn1CC(=O)NCCCO	2	-0.4	-9	-0.5	/	-0.6	-2	-4	0	-9
50	Cc1ccccc1/C(N)=N/OC(=O)c1cccs1	/	0.3	2	i	/	-0.9	0	-10	3	-9
51	CO/N=C(/CNC(=O)c1ccc(F)cc1)c1ccc(Cl)cc1	/	-0.5	-7	i	/	-0.4	7	19	0	2
52	COc1ccc(-c2cc3ncc(C(C)=O)c(C)n3n2)cc1	-19	-0.3	14	i	1.2	53*	0	22	-2	-6
53	Cc1cc(C=C(C#N)C#N)ccc1N1CCCC1	1	50*	10	-0.5	-0.1	-1.0	21	7	0	-8
54	CC(O)(c1ccccc1)c1ccc2ccccc2n1 (stereo not given)	-38	-0.6	4	/	1.6	0.5	-1	/	/	-1
55	CCOc1ccc(C(=O)NC(C(=O)N2CCC2)C(C)C)cc1 (stereo not given)	-6	-1.5	5	1.6	1.8	6.9	-1	/	/	1
56	CSc1nn2c(C)c(C)c(C)nc2c1C#N	-6	-1.4	-5	1.6	-0.7	0.1	6	9	-3	4
57	Cc1cc(/N=C/C=C2/N(C)c3ccccc3C2(C)C)n(CCC#N)n1	/	-0.3	16	1.0	1.2	-2.3	-4	/	/	7
58	COc1ccccc1-c1cc(-c2ccc(C)cc2)nc(SCc2nnc(-c3ccccc3)o2)c1C#N	6	-1.6	7	/	/	0.4	-5	5	-1	-3
59	CCN(CC)c1ccc(C=C2C(=O)NC(=S)NC2=O)cc1	-13	-3.8	1	1.2	0.9	-0.7	3	-7	1	6
60	CC(CCc1ccccn1)C(=O)C(C)CCc1ccccn1 (stereo not given)	-7	-0.2	5	-2.7	0.8	0.2	-6	/	/	-3

This is a subset; the hit share may differ from the screen's.
